KOR beta-arrestin-1 = KOR agonists, beta-arrestin recruitment, primary screen, cell-based, luminescence, uHTS (AID 1777) | KOR beta-arrestin recruitment, luminescence; higher % means a stronger effect | one-dose activation, % at 10 µM; EC50 in µM for titrated hits | 280,000 compounds, 0.02% hits; in the data active means activation above about 50%, passing the limit was not always enough; further: a part of the inactive calls stands beside numbers as strong as those of hits
KOR beta-arrestin-2 = KOR antagonists, beta-arrestin recruitment, cell-based, luminescence, uHTS (AID 1778) | KOR beta-arrestin recruitment, luminescence, antagonist mode; higher % means a stronger effect | inhibition, % at 10 µM; hits with a dose series show IC50 in µM | 290,000 compounds, 0.091% hits; in the data active means inhibition above about 50%; further: strong numbers were not always called active
MgcRacGAP inhibition = MgcRacGAP GTPase-activating activity inhibitors, confirmation, biochemical, ADP Hunter fluorescence; AID 624330, 2012; MgcRacGAP-stimulated Rac1 GTP hydrolysis, ADP Hunter fluorescence; higher % means a stronger effect; GST-tagged Rac1 F28L mutant substrate; 340,000 compounds, 0.6% hits; inhibition, % at 30 µM, or IC50 in µM where a hit was titrated; Rac GTPase-activating protein 1 (Homo sapiens);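 active means first-screen hits whose inhibition reached a set limit at any dose in the follow-up dose series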;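 further: fluorescence reports GDP produced by GAP-driven GTP hydrolysis; strong numbers were not always called active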
UTI89 phage lysis = inhibition of K1F phage lysis, E. coli UTI89, bacterial capsule biogenesis inhibitors, alamar blue (AID 488966) | E. coli UTI89 K1F phage lysis, alamar blue, 2 h; higher % means a stronger effect | inhibition, % at 100 µM, or IC50 in µM where a hit was titrated | 340,000 compounds, 0.02% hits;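 active means phage lysis inhibition, versus mean bacterial control, above a set limit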;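 further: capsule biogenesis inhibitors block K1F phage lysis so surviving cells raise fluorescence; higher fluorescence means more inhibition of phage lysis; actives were called in the ten point dose series up to 300 µM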
NOD1 NF-kB reporter = NOD1 signaling inhibitors, primary screen, cell-based, luminescence, uHTS (AID 1578) | inhibition, % at 4 µM, or EC50 in µM where a hit was titrated | 290,000 compounds, 1% hits | NOD1-driven NF-kB luciferase reporter cells, luminescence; higher % means a stronger effect; in the data active means inhibition mostly above about 36%, no sharp cut-off; inactive means mostly below about 34%;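 further: HEK-293T reporter cells stimulated with the NOD1 agonist gamma-tri-DAP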
NTR1 ag = agonists of NTR1, primary screen, imaging, U2OS cells, beta-arrestin-GFP, high content (AID 493036); 330,000 compounds, 0.17% hits; Neurotensin receptor type 1 (Homo sapiens), P30989; NTR1-U2OS beta-arrestin-GFP spot imaging, agonist mode; activation, % at 20 µM;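 active means activation at or above 40% of the spot to cytoplasm intensity ratio, with at least 20 cells analyzed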;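 further: 0% = DMSO without peptide and 100% = 100 nM NTR1 peptide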
Target sequence (P30989 whole entry, looked up): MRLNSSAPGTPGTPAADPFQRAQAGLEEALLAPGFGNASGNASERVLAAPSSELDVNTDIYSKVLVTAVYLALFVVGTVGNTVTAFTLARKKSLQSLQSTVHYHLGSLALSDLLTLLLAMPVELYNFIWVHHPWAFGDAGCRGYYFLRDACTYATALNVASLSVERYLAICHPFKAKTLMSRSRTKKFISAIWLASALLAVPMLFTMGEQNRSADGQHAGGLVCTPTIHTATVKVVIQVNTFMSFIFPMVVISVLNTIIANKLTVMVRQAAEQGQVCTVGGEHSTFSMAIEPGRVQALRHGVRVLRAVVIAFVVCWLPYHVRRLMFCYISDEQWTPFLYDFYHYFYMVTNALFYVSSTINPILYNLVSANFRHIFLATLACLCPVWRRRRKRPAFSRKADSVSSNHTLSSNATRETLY
GPR55 antagonists = GPR55 antagonists blocking LPI-driven arrestin recruitment, primary screen, imaging, U2OS, beta-arrestin-GFP, LPI agonist (AID 2013); U2OS GPR55 beta-arrestin-GFP translocation imaging, LPI antagonism; higher % means a stronger effect; 290,000 compounds, 0.13% hits; inhibition, % at 10 µM; hits with a dose series show IC50 in µM;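 active means spots per cell inhibited over 60%, with over 100 cells counted and total cytoplasm intensity under 500,000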;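 further: U2OS cells stably carrying GPR55 and arrestin-GFP stimulated by 5 µM LPI near EC80; imaged beta-arrestin-GFP aggregate spots per cell after agonist stimulation; plate controls were LPI-stimulated DMSO wells for no effect and DMSO wells without LPI for full effect; some results filed as inactive read as strong as hits; confirmed hits need IC50 under 10 µM and bright autofluorescent wells are also inconclusive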
GPR35 arrestin U2OS = GPR35 antagonists blocking zaprinast-driven arrestin recruitment, primary screen, imaging, U2OS, beta-arrestin-GFP, zaprinast agonist (AID 2058); G-protein coupled receptor 35 (Homo sapiens); U2OS GPR35 beta-arrestin-GFP translocation imaging, zaprinast antagonism; higher % means a stronger effect; inhibition, % at 10 µM, or IC50 in µM where a hit was titrated; 290,000 compounds, 0.052% hits;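 active means inhibition of at least 50% with at least 30 cells and total cytoplasm GFP at most 10,000,000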
GPR55 activation = GPR55 agonists via beta-arrestin recruitment, primary screen, imaging, U2OS cells, beta-arrestin-GFP redistribution (AID 1961); activation, % at 10 µM; hits with a dose series show EC50 in µM; 290,000 compounds, 0.048% hits; G-protein coupled receptor 55 (Homo sapiens); U2OS GPR55 beta-arrestin-GFP redistribution imaging; higher % means a stronger effect;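 active means activation above 40% with more than 50 cells counted in the well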;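 further: U2OS osteosarcoma cells stably expressing GPR55 and beta-arrestin-GFP; plate controls were DMSO negative control for no effect and LPI positive control for full effect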
NTR1 ag cell count 20 µM = further read-out of NTR1 ag, marked with its call; cell count; measured here: cell count, cytotoxicity flag
An asterisk follows results filed as active; / = no result given; [ ] = remark or other dose. The list is partial, so the mix of outcomes need not match the whole.

The opening 2 compounds (preview)
SMILES | KOR beta-arrestin-1 | KOR beta-arrestin-2 | MgcRacGAP inhibition | UTI89 phage lysis | NOD1 NF-kB reporter | NTR1 ag | NTR1 ag cell count 20 µM | GPR55 antagonists | GPR35 arrestin U2OS | GPR55 activation
CN(C)CC(=O)Nc1nc(-c2ccccc2)cs1 | 4.1% | -35% | 10% | 0.1% | -17% | 1.0 | 52 | 9% | 15% | -0.1%
Nc1ccc(C2CCCc3nonc32)c2nonc12 (stereo not given) | 1.1% | -14% | 2% | 0.3% | 36% | -0.8 | 66 | 1% | 8% | 0.3%

This part in full, from the start:
SMILES | KOR beta-arrestin-1 | KOR beta-arrestin-2 | MgcRacGAP inhibition | UTI89 phage lysis | NOD1 NF-kB reporter | NTR1 ag | NTR1 ag cell count 20 µM | GPR55 antagonists | GPR35 arrestin U2OS | GPR55 activation
CN(C)CC(=O)Nc1nc(-c2ccccc2)cs1 | 4.1% | -35% | 10% | 0.1% | -17% | 1.0 | 52 | 9% | 15% | -0.1%
Nc1ccc(C2CCCc3nonc32)c2nonc12 (stereo not given) | 1.1% | -14% | 2% | 0.3% | 36% | -0.8 | 66 | 1% | 8% | 0.3%
Cc1onc(-c2c(Cl)cccc2Cl)c1C(=O)NCC1CCCO1 (stereo not given) | -5.2% | -15% | 1% | 6.2% | -21% | -1.6 | 53 | -4% | 6% | -0.1%
CC(=O)C1=C(O)C(=O)N(c2ccccn2)C1c1cccc(F)c1 (stereo not given) | -4.2% | 10% | 10% | 1.5%[50 µM] | -4% | -1.3 | 88 | 11% | 8% | -0.1%
CC1CC1C(=O)OCc1cc(=O)n2cc(Br)ccc2n1 (stereo not given) | -2.6% | -12% | 6% | 1.3% | -21% | 1.8 | 59 | 5% | 24% | 1.0%
CCC(C)NC(=S)N(CCc1ccccc1)Cc1cc2cc(OC)c(OC)cc2[nH]c1=O (stereo not given) | 4.7% | 26% | 6% | 11% | -34% | 0.7 | 46 | 2% | -4% | 0.1%
CCOC(=O)CCCCC(=O)c1[nH]c(=O)[nH]c1C[n+]1ccc(C)cc1 | 3.3% | 15% | -1% | -0.5% | -17% | -1.5 | 24 | 16% | 9% | 0.1%
CCCc1cc(C(=O)NCc2ccco2)no1 | -5.6% | 24% | 0% | 0.0% | -35% | 0.6 | 107 | -7% | 10% | -0.2%
CCC(=O)Nc1ccc(NC(=O)CSc2nnc(-c3ccco3)n2CC)cc1 | -4.7% | -42% | 4% | 1.7% | -12% | 0.4 | 60 | 9% | -9% | 0.0%
CN(CCc1ccccn1)C(=O)Nc1ccc(F)cc1 | 3.2% | 13% | -1% | 1.9% | -20% | 0.2 | 51 | 5% | 16% | -0.1%
CCOC(=O)N1CCN(Cc2nc3c(c(=O)n(C)c(=O)n3C)n2Cc2ccccc2)CC1 | -1.7% | -67% | 7% | -0.7% | 21% | 2.7 | 51 | -13% | 13% | -0.3%
O=C(CSc1nnc(-c2ccncc2)n1-c1ccccc1)N1CCN(c2ccc(Cl)cc2)CC1 | -4.4% | 4% | 13% | 0.2% | -4% | 1.2 | 77 | -3% | -2% | 0.2%
COc1ccc(N2CS(=O)(=O)/C(=C/N(C)C)C2=O)cc1 | 1.5% | -22% | 5% | 1.9% | -34% | -4.7 | 81 | -6% | -2% | 0.0%
CCCCNC(=S)N(CCN(CC)CC)Cc1cc2cc3c(cc2[nH]c1=O)OCCO3 | 1.0% | -8%[20 µM] | 17% | 0.5% | -20% | -0.4 | 56 | -5% | 8% | 0.3%
CCCN(CC1COc2ccccc2O1)C(=S)Nc1ccc(C)cc1 (stereo not given) | -1.3% | 8% | 11% | 10% | -22% | -0.9 | 50 | 22% | 0% | -0.1%
CCOCCCNC(=O)C1CCCN1C(=O)Nc1ccccc1[N+](=O)[O-] (stereo not given) | / | -13%[20 µM] | 11% | 0.4% | -13% | 1.2 | 76 | / | -4% | -0.2%
COc1cc(COc2ccc3c(C)c(Cc4ccccc4)c(=O)oc3c2C)cc(OC)c1OC | 4.8% | -44% | 9% | 0.1% | 58% | 0.4 | 57 | -13% | -8% | -0.1%
CC(C)(C)NC(=O)COC(=O)c1nsc(Cl)c1Cl | -1.3% | -40% | 3% | 2.2% | -20% | 0.3 | 75 | 3% | -18% | -0.1%
COc1cccc(N2CCN(S(=O)(=O)c3ccc4c(c3)oc(=O)n4C)CC2)c1 | 12% | -45% | 9% | 0.3% | -14% | 2.5 | 67 | 2% | -1% | -0.1%
COc1ccc(N2CCN(c3nc4c(C)cccn4c(=O)c3C=C(C#N)C#N)CC2)cc1 | -4.1% | -24% | 10% | 0.1% | -4% | 15 | 91 | -24% | 8% | -0.1%
CC(C)=CCOc1ccc2c(C)c(CC(=O)N3C[C@H]4C[C@@H](C3)c3cccc(=O)n3C4)c(=O)oc2c1C | -5.5% | 9%[20 µM] | 7% | 2.7% | 8% | 4.4 | 81 | -1% | -3% | 0.3%
Cc1cc(NC(=O)/C=C/c2ccccc2)no1 | 3.1% | -33% | 5% | 0.2% | -42% | -0.7 | 60 | -7% | -5% | -0.1%
CCOC(=O)CN1C(=O)C(C)(C)Oc2ccc(C(=O)Nc3ccccc3)cc21 | 4.9% | -12% | 6% | 0.1% | -24% | -1.1 | 89 | -3% | 0% | -0.2%
Cc1cc(C(=O)NN)n[nH]1 | 2.5% | 16% | 16% | 0.0% | 0% | 0.2 | 49 | 4% | -9% | -0.3%
CCOc1ccc(Br)cc1C(=O)N/N=C/c1ccccn1 | -0.8% | -23% | 13% | 0.2% | -11% | 0.8 | 49 | 14% | 2% | 0.0%
CC(C)Sc1nnc(Nc2ccccc2)s1 | -2.1% | 4% | 13% | -0.1% | -57% | 0.8 | 61 | 6% | -8% | 0.3%
Cc1cc(OCc2nnc(SC(C)C(=O)O)n2-c2ccccc2)ccc1Cl (stereo not given) | 4.4% | 10%[20 µM] | 5% | 0.2% | 0% | 0.3 | 70 | 12% | 6% | -0.1%
O=C(NCC1CCCO1)/C(=C\c1cccc([N+](=O)[O-])c1)NC(=O)c1ccccc1 (stereo not given) | -4.0% | 19% | -6% | -0.6% | -7% | -1.1 | 53 | 1% | 2% | -0.4%
Cc1cc(NC(=O)CCC(=O)N(CC(=O)NC2CCCC2)c2ccc(C)c(F)c2)no1 | -0.1% | -17% | 7% | 0.1% | -5% | -0.7 | 48 | -6% | 5% | -0.1%
CCOC(=O)c1cc2sccc2n1CC(=O)c1ccc2c(c1)OCCO2 | 15% | 16% | 6% | 0.4% | -1% | 0.3 | 40 | 10% | 8% | -0.2%
COc1ccc(N2CCN(C(=O)c3cc(=O)c4cc(C)cc(C)c4o3)CC2)cc1 | 2.2% | -16% | 11% | -0.2% | -2% | 4.2 | 41 | 3% | -9% | 0.6%
Cc1oc2cc3oc(=O)c(CCC(=O)NCCC(=O)O)c(C)c3cc2c1C | 2.4% | 12% | 9% | -1.9%[50 µM] | -7% | 0.7 | 61 | -3% | 2% | 0.0%
CSc1ncccc1C(=O)OCC(=O)Nc1ccc2c(c1)OCO2 | 8.9% | -12% | 11% | 0.2% | 4% | 1.5 | 37 | -6% | -2% | 0.6%
CN1CCN(C(=S)c2cn(Cc3ccc(F)cc3)c3ccccc23)CC1 | 12% | 25% | 3% | 1.1% | -25% | 0.2 | 31 | -4% | -13% | 0.3%
CCN(CC)C(=O)C1CCCN(c2ccc([N+](=O)[O-])cc2/C=N/NC(=O)c2cccc([N+](=O)[O-])c2)C1 (stereo not given) | 0.1% | -5% | 6% | 0.5% | 5% | 0.3 | 90 | 16% | -6% | 0.1%
COc1ccc2c(-c3cc4ccc(OCc5ccc(F)cc5)cc4oc3=O)cc(=O)oc2c1 | 37% | -5% | 1% | 3.9% | -66% | / | / | 16% | -24% | -0.3%
CCCn1c(=O)[nH]c(=O)c2c1nc(-c1ccc(C(F)(F)F)cc1)n2CCOC | -0.5% | -32% | 9% | -0.1% | -10% | 5.2 | 47 | -4% | 2% | 0.2%
CCCCOC(=O)C1=C(C)NC2=C(C(=O)CCC2)C1c1cc(OC)ccc1OC (stereo not given) | -2.1% | -12% | 4% | 0.1% | -9% | -0.6 | 96 | 0% | 3% | 0.3%
O=C(O)c1cc2ccc3ccccc3c2[nH]1 | -6.8% | 46% | 4% | -0.1% | 3% | -0.6 | 64 | 5% | 23% | -0.1%
CCCCCCCCC(=O)N/N=C(\C)c1ccc(O)cc1O | -2.5% | 14% | 15% | 12% | -23% | 3.8 | 34 | 0% | 34% | -0.5%
COc1ccc(N/C(C)=C/C(=O)c2ccccc2)cc1 | 2.1% | -12% | 10% | 9.2% | -48% | 0.1 | 44 | 10% | 12% | 0.2%
CCOC(=O)N1CCN(C(=O)c2cn(CCOC)c(=O)c3c2c2ccccc2n3C)CC1 | -0.6% | 4% | 7% | 0.3% | -21% | 2.7 | 75 | 7% | 3% | 0.0%
Cc1ccc(OCC(=O)NC(=S)Nc2ccccn2)c(Br)c1 | 3.9% | -20% | -5% | 0.1% | -14% | 0.9 | 69 | 8% | 7% | -0.1%
CCOc1ccc(CNCCNC(=O)c2nonc2N)cc1 | -2.4% | -26% | -2% | -1.2% | -20% | 0.0 | 32 | 12% | -10% | -0.2%
O=C(Cn1nnc(-c2ccccc2Cl)n1)N/N=C/c1ccc2c(c1)OCO2 | -1.3% | 8% | -2% | 0.1% | 6% | 2.1 | 90 | -12% | -1% | 0.2%
Cc1ccc(NC(=S)N2CCC(NC(=O)c3ccc(C)cc3)CC2)cc1 | 3.9% | -14% | 5% | 0.2% | -35% | 0.9 | 52 | -6% | -3% | -0.3%
COC(=O)CN(C)C(=O)CC1C(=O)NCCN1CC(C)(C)C (stereo not given) | / | -19%[20 µM] | -6% | 0.1% | -20% | -0.8 | 91 | 4% | -5% | -0.1%
O=S(=O)(c1ccc(F)cc1)c1snnc1-c1ccccc1 | 1.7% | -20% | 5% | -0.3% | 25% | / | / | 2% | 8% | -0.1%
COc1ccc(C(=O)CSc2nnnn2Cc2ccccc2)cc1 | -1.6% | 6% | 15% | 3.2% | -24% | -5.6 | 85 | -7% | 7% | -0.2%
O=C(CN1C(=O)c2ccccc2C1=O)Nc1cccc(Cl)c1 | 7.0% | -33%[20 µM] | 9% | 0.1% | -20% | -0.2 | 62 | 17% | 12% | 0.3%
